OX1R antag-1: blocks the human orexin 1 receptor; O43613; CHO/OX1R cells, Fluo-8 calcium fluorescence, orexin A; inhibition, % at 5 µM; actives 0.43% (n = 330,000); AID 434989;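 active = inhibition above its plate's threshold, mean inhibition of all tested compounds on the plate plus 3 SD, cut at about 37% in these data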;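 note: 0% = orexin A challenge wells and 100% = SB-334867-A antagonist wells; not every result past the cut was called active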
Target sequence (O43613 whole entry, looked up): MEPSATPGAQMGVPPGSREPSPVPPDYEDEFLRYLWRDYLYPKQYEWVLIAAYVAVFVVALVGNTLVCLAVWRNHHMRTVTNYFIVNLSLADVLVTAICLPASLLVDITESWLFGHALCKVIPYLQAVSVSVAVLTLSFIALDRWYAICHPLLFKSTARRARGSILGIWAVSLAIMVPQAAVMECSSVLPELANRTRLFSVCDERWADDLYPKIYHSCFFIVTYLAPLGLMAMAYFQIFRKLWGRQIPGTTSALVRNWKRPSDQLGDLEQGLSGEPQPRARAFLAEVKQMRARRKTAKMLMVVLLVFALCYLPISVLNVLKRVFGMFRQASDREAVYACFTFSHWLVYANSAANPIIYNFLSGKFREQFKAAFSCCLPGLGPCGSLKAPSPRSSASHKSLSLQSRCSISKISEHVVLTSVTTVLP
OX1R antag-2: antagonists of human orexin 1 receptor (OX1R). O43613. OX1R-expressing cells, FRET antagonist read-out. inhibition, % at 6.6 µM. actives 1.8% (n = 330,000). AID 485270; in the data active = inhibition mostly above about 38%, no sharp cut-off; inactive = mostly below about 40%;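 note: 0% = agonist challenge alone and 100% = reference antagonist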
* = called active by the depositor.

For COc1ccc(/C=N/NC(=O)c2ccn[nH]2)cc1Cn1nc(C)c([N+](=O)[O-])c1C the results were OX1R antag-1 -26.2 and OX1R antag-2 11.4.
`COc1ccc(CN2CCC(CNC(=O)NC3CCCCC3)CC2)cc1` gave OX1R antag-1 -35.2 and OX1R antag-2 6.5.
C=CCn1c(-c2ccco2)n[nH]c1=S was read as OX1R antag-1 -7.0 and OX1R antag-2 -2.6.
COC(=O)CCNC(=O)c1ccc2[nH]c(C)c(C)c2c1 was read as OX1R antag-1 1.4 and OX1R antag-2 25.6.
For CCc1cccc(C)c1NC(=S)N(CCCN1CCOCC1)Cc1cccnc1 the results were OX1R antag-1 -13.4 and OX1R antag-2 9.8.
Screening CCOC(=O)c1c(NC(=O)C2CCCN(S(=O)(=O)c3ccc(C)cc3)C2)sc2c1CCCC2 (configuration not stated) returned OX1R antag-1 -10.3 and OX1R antag-2 6.3.
For COc1cc(S(=O)(=O)n2ccnc2)ccc1Br the results were OX1R antag-1 -4.0 and OX1R antag-2 8.6.
For CCn1c(-c2csc(-c3ccccc3)n2)n[nH]c1=S the results were OX1R antag-1 -18.6 and OX1R antag-2 21.5.
CCCC1CC(C)(/C(C)=N\NC(N)=S)OC1=O (configuration not stated) was read as OX1R antag-1 -13.9 and OX1R antag-2 2.1.
`CCN(CC)CCN(C(=O)c1ccc2c(c1)CCCC2)c1nc2cc(OC)c(OC)cc2s1` gave OX1R antag-1 -10.7 and OX1R antag-2 47.5.
Screening Cc1ccc(C2C(C#N)C(C#N)N3CCCN23)cc1 (configuration not stated) returned OX1R antag-1 -18.3 and OX1R antag-2 4.4.
CC(C)c1nc(SCC(=O)N2CCCC2)c2ccccc2n1 was read as OX1R antag-1 -15.3 and OX1R antag-2 17.1.
For COc1cc2[nH]c(=S)nc(NC3CCCCCC3)c2cc1OC the results were OX1R antag-1 -13.8 and OX1R antag-2 4.1.
CCN(CC)S(=O)(=O)c1ccc2c(c1)nc(SCn1nnc3ccccc3c1=O)n2CC was read as OX1R antag-1 -12.3 and OX1R antag-2 0.2.
Screening COc1ccc([C@H]2CC(=O)C=C(c3ccc(NC(C)=O)cc3)C2)cc1OC returned OX1R antag-1 -11.1 and OX1R antag-2 16.0.
COc1ccccc1N1CCN(C(c2cccs2)C(C)NC(=O)C(=O)N2CCCCC2)CC1 (configuration not stated) was read as OX1R antag-1 -10.8 and OX1R antag-2 10.3.
O=C(/C=C/c1cccc(C(F)(F)F)c1)OCC(=O)N1CCN(c2ccccc2)CC1 was read as OX1R antag-1 -3.2 and OX1R antag-2 5.8.
CN(N)C(=S)NCc1ccccc1 was read as OX1R antag-1 -18.9 and OX1R antag-2 5.9.
`Cc1ccc(C2=NS(=O)(=O)N(C)C(C(=O)Nc3ccc(F)cc3F)=C2)cc1` gave OX1R antag-1 -5.6 and OX1R antag-2 18.1.
`CCOc1ccccc1OCc1nn2c(-c3ccc(C)cc3)nnc2s1` gave OX1R antag-1 -24.6 and OX1R antag-2 1.4.

Sorted by molar mass (rising): part of the list above.
Screening Cc1ccc(C2C(C#N)C(C#N)N3CCCN23)cc1 (configuration not stated) returned OX1R antag-1 -18.3 and OX1R antag-2 4.4.
`COc1ccc(CN2CCC(CNC(=O)NC3CCCCC3)CC2)cc1` gave OX1R antag-1 -35.2 and OX1R antag-2 6.5.
Screening CCOC(=O)c1c(NC(=O)C2CCCN(S(=O)(=O)c3ccc(C)cc3)C2)sc2c1CCCC2 (configuration not stated) returned OX1R antag-1 -10.3 and OX1R antag-2 6.3.

(further entries)
`O=c1nc(N/N=C/c2c[nH]c3ccccc23)cn[nH]1` gave OX1R antag-1 -15.6 and OX1R antag-2 26.4.
For O=C(Nc1ccc(S(=O)(=O)N2CCc3ccccc32)cc1)C(F)(F)F the results were OX1R antag-1 -11.3 and OX1R antag-2 0.1.
Cc1ccc(-c2csc(-c3c[nH]c4ccccc34)n2)cc1 was read as OX1R antag-1 -18.8 and OX1R antag-2 19.5.
O=C(O)C1C2C=CC(C2)C1C(=O)NC1CCS(=O)(=O)C1 (configuration not stated) was read as OX1R antag-1 -18.8 and OX1R antag-2 13.8.
Screening CCCCN1CC(=O)N2[C@H]3c4ccccc4OC[C@@H]3[C@H](c3ccccc3)[C@]2(C)C1=O returned OX1R antag-1 -19.2 and OX1R antag-2 6.7.
For C#CCOCCOCCOCCNc1nc(N2CCN(C(=O)[C@H](Cc3cc4ccccc4[nH]3)n3cc([C@@H](N)C(C)CC)nn3)CC2)nc(N2CCN(C(=O)[C@H](CCCCN)n3cc([C@@H](N)CO)nn3)CC2)n1 (some centres not stated) the results were OX1R antag-1 3.1 and OX1R antag-2 10.3.
Cc1cc2sc(C(=O)O)c(C)c2s1 was read as OX1R antag-1 -3.5 and OX1R antag-2 2.8.
COc1ccc(S(=O)(=O)Nc2cc(C)c(O)cc2C(C)C)cc1 was read as OX1R antag-1 0.4 and OX1R antag-2 19.2.
CCOC(=O)C1=C(C)NC(=S)NC1c1ccc(-c2cccc(Cl)c2C)o1 (configuration not stated) was read as OX1R antag-1 -22.8 and OX1R antag-2 12.8.
O=C(c1cc2ccccc2o1)N1CCN=C1SCc1cccc(F)c1 was read as OX1R antag-1 -16.9 and OX1R antag-2 11.2.
`COc1ccc(NC(=S)N2CCN(Cc3ccc(C)cc3)CC2)cc1` gave OX1R antag-1 -15.9 and OX1R antag-2 5.8.
For O=C(NC1CCOC1)c1ccc(OC2CCN(CCc3ccccc3)CC2)cc1 (configuration not stated) the results were OX1R antag-1 -24.3 and OX1R antag-2 10.6.
`COCCN(C(=O)COC(=O)CC(C)c1ccccc1)c1c(N)n(Cc2ccccc2)c(=O)[nH]c1=O` (configuration not stated) gave OX1R antag-1 -17.4 and OX1R antag-2 16.3.
COc1ccc(/C=N/NC(=O)CN(C)S(=O)(=O)c2ccc(NC(C)=O)cc2)cc1 was read as OX1R antag-1 10.6 and OX1R antag-2 16.7.
Screening COc1cc2nc(NC(=O)c3ccc(Cl)cc3)sc(=O)c2cc1OC returned OX1R antag-1 -25.9 and OX1R antag-2 7.2.
For O=C1c2ccccc2-c2nc3ncnn3c(-c3ccccc3Cl)c21 the results were OX1R antag-1 -16.4 and OX1R antag-2 29.2.
`O=C(COc1ccc(/C=N/NC(=O)c2ccncc2)cc1)Nc1ccccc1` gave OX1R antag-1 -12.8 and OX1R antag-2 43.1.
For CC(C)(C)NCc1cc(Cl)ccc1OCc1cccs1 the results were OX1R antag-1 -17.6 and OX1R antag-2 9.1.
N#CCc1ccc(NS(=O)(=O)c2ccc(N3CCCC3=O)cc2)cc1 was read as OX1R antag-1 -3.8 and OX1R antag-2 5.0.
`CCOC(=O)c1[nH]c(C)c(C(=O)Nc2cc(Cl)ccc2C)c1C` gave OX1R antag-1 -22.1 and OX1R antag-2 16.4.

8 structures out of the list, arranged by heavy-atom count, rising.
For CC(C)(C)NCc1cc(Cl)ccc1OCc1cccs1 the results were OX1R antag-1 -17.6 and OX1R antag-2 9.1.
COc1ccc(S(=O)(=O)Nc2cc(C)c(O)cc2C(C)C)cc1 was read as OX1R antag-1 0.4 and OX1R antag-2 19.2.
For O=C1c2ccccc2-c2nc3ncnn3c(-c3ccccc3Cl)c21 the results were OX1R antag-1 -16.4 and OX1R antag-2 29.2.
O=C(c1cc2ccccc2o1)N1CCN=C1SCc1cccc(F)c1 was read as OX1R antag-1 -16.9 and OX1R antag-2 11.2.
CCOC(=O)C1=C(C)NC(=S)NC1c1ccc(-c2cccc(Cl)c2C)o1 (configuration not stated) was read as OX1R antag-1 -22.8 and OX1R antag-2 12.8.
`O=C(COc1ccc(/C=N/NC(=O)c2ccncc2)cc1)Nc1ccccc1` gave OX1R antag-1 -12.8 and OX1R antag-2 43.1.
COc1ccc(/C=N/NC(=O)CN(C)S(=O)(=O)c2ccc(NC(C)=O)cc2)cc1 was read as OX1R antag-1 10.6 and OX1R antag-2 16.7.
`COCCN(C(=O)COC(=O)CC(C)c1ccccc1)c1c(N)n(Cc2ccccc2)c(=O)[nH]c1=O` (configuration not stated) gave OX1R antag-1 -17.4 and OX1R antag-2 16.3.

(continued)
O=[N+]([O-])c1ccc(N2CCN(C(=S)c3cccc([N+](=O)[O-])c3)CC2)cc1 was read as OX1R antag-1 -24.7 and OX1R antag-2 4.6.
`COc1cc(C(=O)NCC2CCCO2)ccc1OCc1c(C)noc1C` (configuration not stated) gave OX1R antag-1 1.9 and OX1R antag-2 22.1.
CCOc1ccc(S(=O)(=O)N2CCOCC2)cc1NC(=O)CN1C(=O)NC(C)(c2ccccc2)C1=O (configuration not stated) was read as OX1R antag-1 -17.7 and OX1R antag-2 2.1.
For COc1ccccc1CNC(=O)COC(=O)/C=C/c1ccc(OC(F)F)c(OC)c1 the results were OX1R antag-1 -13.9 and OX1R antag-2 28.1.
`CN(CCc1ccccn1)S(=O)(=O)c1ccc(F)cc1` gave OX1R antag-1 -16.1 and OX1R antag-2 41.3.
O=C(CCN1C(=O)/C(=C/c2ccccc2)SC1=S)Nc1ccccn1 was read as OX1R antag-1 -8.7 and OX1R antag-2 -1.1.
For Cc1c(CNCCC2=CCCCC2)c(C(=O)O)c(C)n1Cc1ccccc1 the results were OX1R antag-1 -9.8 and OX1R antag-2 13.7.
Cc1ccc(-n2ncc3c(SCc4cccc(C)c4)ncnc32)cc1 was read as OX1R antag-1 -12.4 and OX1R antag-2 5.6.
Screening CCOC(=O)C1=C(C)N=C2c3ccccc3C(=O)C2C1c1ccc(C)cc1 (configuration not stated) returned OX1R antag-1 -25.9 and OX1R antag-2 20.9.
For CCCc1cc(=O)[nH]c(SCC(=O)NC(=O)NC2CCCC2)n1 the results were OX1R antag-1 8.3 and OX1R antag-2 10.5.
`CN1CC2(C)CN(C(c3ccccc3)c3ccccc3)CC(C)(C1)C2O` (configuration not stated) gave OX1R antag-1 -17.2 and OX1R antag-2 13.6.
For Cc1cccc(N2CCN(C(=O)Cc3ccccc3[N+](=O)[O-])CC2)c1C the results were OX1R antag-1 -18.1 and OX1R antag-2 -3.4.
`COc1ccc(-c2[nH]ncc2CN(C)C(C)c2ccon2)c(OC)c1` (configuration not stated) gave OX1R antag-1 -14.4 and OX1R antag-2 4.0.
`COc1ccc(OC)c(NC(=O)c2cc3n(n2)C(C(F)(F)F)CC(c2ccc4c(c2)OCO4)N3)c1` (configuration not stated) gave OX1R antag-1 -7.7 and OX1R antag-2 20.2.
For COCCN1C(=O)N[C@@H](c2cccc(F)c2)C(C(=O)OC)=C1C the results were OX1R antag-1 -9.6 and OX1R antag-2 8.4.
CC1CCN(C2=NN3C(=N)/C(=C\c4ccc(OC(=O)c5ccco5)cc4)C(=O)N=C3S2)CC1 was read as OX1R antag-1 -26.0 and OX1R antag-2 9.2.
CCCN(CC1CC1)C(=O)CCc1nnc(CCc2c[nH]c3ccccc23)o1 was read as OX1R antag-1 -28.9 and OX1R antag-2 10.1.
For Cc1ccc(/C(N)=N/OC(=O)c2ccc3c(c2)OCO3)cc1 the results were OX1R antag-1 2.8 and OX1R antag-2 3.5.
O=C(C1=C[C@@H](c2coc3ccccc3c2=O)C[C@@H](OCc2ccc(CO)cc2)O1)N1CCN(Cc2ccccc2)CC1 was read as OX1R antag-1 -17.2 and OX1R antag-2 11.3.
Screening COc1ccccc1NC(=O)C(=O)N/N=C(\C)CC(=O)Nc1ccccn1 returned OX1R antag-1 -22.0 and OX1R antag-2 14.9.
`CC(=O)Nc1ccc2c(c1)OCO2` gave OX1R antag-1 -6.6 and OX1R antag-2 6.8.
CCN(CCO)Cc1csc2ccc(C(C)(C)C)cc12 was read as OX1R antag-1 -19.6 and OX1R antag-2 4.9.
Screening COc1ccc(C(=O)NC2CC(C)(C)Cc3c2cnn3-c2ccccc2C)c(OC)c1OC (configuration not stated) returned OX1R antag-1 -40.4 and OX1R antag-2 19.7.
For COc1cc(C(=O)Nc2cc3c4c(c2)CC(=O)N4CCC3)cc(OC)c1OC the results were OX1R antag-1 -17.1 and OX1R antag-2 21.0.
`CCOC(=O)c1ccc(OCc2nc(-c3cccs3)no2)cc1` gave OX1R antag-1 -9.4 and OX1R antag-2 29.8.
For Cc1[nH]n(-c2ccccc2)c(=O)c1C=Nc1ccc(S(=O)(=O)N=C(N)N)cc1 the results were OX1R antag-1 -7.5 and OX1R antag-2 16.3.
`C=CCN1C(=O)CSc2ccc(C(=O)N3CCC(C)CC3)cc21` gave OX1R antag-1 -25.8 and OX1R antag-2 14.6.
CC1(C)CC(=O)C(C=NCC2CCN(C(=S)Nc3ccccc3)CC2)=C(O)C1 was read as OX1R antag-1 -9.8 and OX1R antag-2 10.0.
`COc1cc(OC)c(S(=O)(=O)NC(C)C)cc1C(=O)O` gave OX1R antag-1 -19.1 and OX1R antag-2 14.3.
`CC(=O)N1C(C)c2ccccc2C(C)(C)CC12CCCCC2` (configuration not stated) gave OX1R antag-1 -31.7 and OX1R antag-2 9.8.
Screening Cn1cc(Br)c(C(=O)Nc2sc3c(c2C#N)CCC3)n1 returned OX1R antag-1 -7.8 and OX1R antag-2 17.3.
`FC(F)(F)c1nnc2ccc(NCc3ccccc3)nn12` gave OX1R antag-1 -14.6 and OX1R antag-2 19.1.
Screening Cc1nn2c(Nc3ccccc3)c3c(nc2c1-c1ccccc1)CCC3 returned OX1R antag-1 -10.8 and OX1R antag-2 5.1.
CC1CC2=C(C(=O)O1)C(c1ccccc1)Nc1ccccc1N2 (configuration not stated) was read as OX1R antag-1 -10.8 and OX1R antag-2 1.4.
`Nc1ccccc1NC1=CC(=O)CC(c2ccco2)C1` (configuration not stated) gave OX1R antag-1 -2.5 and OX1R antag-2 0.8.
Screening CCn1cc(CN(C)C(=O)CSc2nc(-c3ccco3)cc(C(F)(F)F)n2)c(C)n1 returned OX1R antag-1 -29.1 and OX1R antag-2 8.5.
CC(C)(C)n1cnnc1Sc1ccc([N+](=O)[O-])cn1 was read as OX1R antag-1 -22.3 and OX1R antag-2 36.8.
Screening N#CC1=C(SCc2ccccc2)NC(=O)CC1c1cccc(O)c1 (configuration not stated) returned OX1R antag-1 -5.2 and OX1R antag-2 -5.1.
Screening CCOC(=O)C1CCN(c2c(NCCCN3CCN(Cc4ccccc4)CC3)c(=O)c2=O)CC1 returned OX1R antag-1 9.8 and OX1R antag-2 7.4.
For O=C(c1ccc(C(F)(F)F)cc1)N1CCC(=O)N(C(CO)Cc2ccccc2)CC1 (configuration not stated) the results were OX1R antag-1 -15.3 and OX1R antag-2 18.6.
